Assay outcomes: PubChem BioAssay, National Center for Advancing Translational Sciences (NCATS)
KDM5B inh: KDM5B demethylase inhibition. KDM5B demethylase, FDH-coupled NADH fluorescence (FDH is formaldehyde dehydrogenase). 2.6% of 220,000 active. Potency, µM (highest dose often 57.7 µM), for the others: at the highest dose activity change, negative = inhibition, actives largely listed as inhibitors. Q9UGL1. AID 1347165; active = well fitted inhibition curve with a large enough effect; inconclusive = small, poorly fitted or top-dose-only effect; inactive = no such curve, though single readings can be large or run the other way; note: 0% is about no effect; nearly all actives have a fitted effect of over 70% in size
Target sequence (Q9UGL1 whole entry, looked up): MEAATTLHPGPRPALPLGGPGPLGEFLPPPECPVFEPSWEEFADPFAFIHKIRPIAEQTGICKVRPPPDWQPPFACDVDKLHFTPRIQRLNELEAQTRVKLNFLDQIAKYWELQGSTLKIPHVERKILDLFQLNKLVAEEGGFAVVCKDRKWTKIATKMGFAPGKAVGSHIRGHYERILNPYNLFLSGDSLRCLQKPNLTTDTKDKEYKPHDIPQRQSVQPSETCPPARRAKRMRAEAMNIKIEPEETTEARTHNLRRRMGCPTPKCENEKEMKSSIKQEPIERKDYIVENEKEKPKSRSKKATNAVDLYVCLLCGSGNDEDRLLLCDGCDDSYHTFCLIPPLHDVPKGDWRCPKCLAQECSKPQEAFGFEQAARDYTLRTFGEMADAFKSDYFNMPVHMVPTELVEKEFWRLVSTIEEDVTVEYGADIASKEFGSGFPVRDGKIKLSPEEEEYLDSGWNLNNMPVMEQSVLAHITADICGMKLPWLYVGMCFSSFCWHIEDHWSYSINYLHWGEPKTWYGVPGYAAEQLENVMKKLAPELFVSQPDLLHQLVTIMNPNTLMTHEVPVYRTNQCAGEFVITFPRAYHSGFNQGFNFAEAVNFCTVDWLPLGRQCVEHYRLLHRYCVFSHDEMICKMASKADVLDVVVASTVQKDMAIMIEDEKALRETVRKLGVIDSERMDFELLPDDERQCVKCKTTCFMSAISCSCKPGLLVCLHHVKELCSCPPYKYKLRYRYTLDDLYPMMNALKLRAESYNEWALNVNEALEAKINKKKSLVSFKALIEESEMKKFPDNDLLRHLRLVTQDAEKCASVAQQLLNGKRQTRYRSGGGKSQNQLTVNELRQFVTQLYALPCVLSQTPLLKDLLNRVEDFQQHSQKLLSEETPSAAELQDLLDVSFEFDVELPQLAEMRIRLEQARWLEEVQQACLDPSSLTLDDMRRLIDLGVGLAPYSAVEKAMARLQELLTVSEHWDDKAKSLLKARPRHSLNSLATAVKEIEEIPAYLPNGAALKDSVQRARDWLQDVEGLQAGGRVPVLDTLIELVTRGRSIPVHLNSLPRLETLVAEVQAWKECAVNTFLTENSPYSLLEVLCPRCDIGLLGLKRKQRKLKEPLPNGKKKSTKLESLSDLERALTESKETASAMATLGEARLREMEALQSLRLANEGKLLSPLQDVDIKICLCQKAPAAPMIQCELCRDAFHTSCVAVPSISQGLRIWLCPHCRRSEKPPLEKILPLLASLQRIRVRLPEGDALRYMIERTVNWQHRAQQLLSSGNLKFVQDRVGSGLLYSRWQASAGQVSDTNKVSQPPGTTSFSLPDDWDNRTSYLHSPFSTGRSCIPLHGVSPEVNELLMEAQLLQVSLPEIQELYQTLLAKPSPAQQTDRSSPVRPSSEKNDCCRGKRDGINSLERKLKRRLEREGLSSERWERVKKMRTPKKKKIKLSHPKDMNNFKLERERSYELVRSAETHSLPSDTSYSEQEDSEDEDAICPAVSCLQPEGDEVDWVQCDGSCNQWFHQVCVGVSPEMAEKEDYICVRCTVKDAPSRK
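Inhibition is measured as reduced NADH fluorescence generation from FDH coupling to formaldehyde release. Truncated KDM5BΔAP at 200 nM final acts on H3K4me3 peptide (12.5 µM in substrate mix) in pH 7.5 HEPES buffer with Tween-20, 30 min, room temperature.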
Starred values were filed as active, the others as inactive; & = joins results of further samples; [ ] = another dose, or the depositor's remark. Potency is the fitted concentration of half-maximal effect.

COc1cccc(CC(=O)NCCn2ccn3nc(-c4ccc(C)cc4C)cc3c2=O)c1 was read as KDM5B inh -6%.
Screening Cc1cccc(N2CCN(C(=O)c3nn(C)c4c3CS(=O)(=O)c3ccccc3-4)CC2)c1C returned KDM5B inh 0%.
Screening COc1cccc(-n2c(-c3ccco3)nc3c(cnn3-c3ccc(C)cc3)c2=O)c1 returned KDM5B inh inconclusive.
`O=C(NCc1ccccc1Cl)c1cc(C(=O)C2CC2)c[nH]1` gave KDM5B inh -17%.
Screening O=C(NCc1ccc(Cl)cc1)N1CCN(C(=O)c2ccccc2)CC1 returned KDM5B inh -6%.
For Nc1nc(COC(=O)c2cccc(Cl)c2Cl)nc2ccccc12 the results were KDM5B inh -14%.
For COc1cccc(-c2csc(CN3CCCC(C)(NC(C)=O)C3)c2)c1 (configuration not stated) the results were KDM5B inh -6%[86.2 µM].
`O=C(Cn1nnnc1-c1ccccc1)N1CCCCC1` gave KDM5B inh 1%.
For Cc1ccc(-c2cc(C(=O)N3CCCC3)c3ccccc3n2)s1 the results were KDM5B inh inconclusive.
Screening COc1ccccc1NC(=O)C(C)Sc1nc2ccccc2nc1C (configuration not stated) returned KDM5B inh 13%.
Screening Cc1cc(S(=O)(=O)Nc2cc3c(cc2SC2CCCCC2)n(C)c(=O)n3C)ccc1F returned KDM5B inh -12%.
Cc1cccc(NC(=O)Cn2c(=O)n(Cc3ccc4c(c3)OCO4)c(=O)c3ccccc32)c1 was read as KDM5B inh -29%.
For Cc1oc2c(c1C(=O)NCCc1ccncc1)CN(C)CC2 the results were KDM5B inh inconclusive.
For COCC1CN(C2CCC2)CC12CCN(C(=O)c1ccccc1OC)CC2 (configuration not stated) the results were KDM5B inh inconclusive.
COc1cc(CN(C(=O)Nc2cccc(Cl)c2)c2ccccn2)cc(OC)c1OC was read as KDM5B inh -5%.
`O=C(NC1CCCCC1)O[C@@H]1CO[C@H]2[C@@H]1OC[C@@H]2n1nnnc1-c1ccccc1` gave KDM5B inh 3%[86.2 µM].
`CC(=O)N1CCC(Nc2ncccc2-c2cc(-c3ccccc3)nc3c(C)noc23)CC1` gave KDM5B inh 20µM*.
Cc1cn2nc(-c3nc(C4CCCN(C(=O)c5ccc(C)c(F)c5)C4)no3)cc2c(=O)[nH]1 (configuration not stated) was read as KDM5B inh inactive.
Cc1cccc2cc(/C=N/Nc3ccc(C(=O)O)cc3)c(Cl)nc12 was read as KDM5B inh -5%.
Screening Cc1nnc2n1CCC(NC(=O)CC1=CCCCC1)CC2 (configuration not stated) returned KDM5B inh -3%.
For Cc1cc(NC(=O)c2nc3ccccc3nc2N2CCCCC2)ccc1Br the results were KDM5B inh -1%.
`CC(Nc1nc(-c2cccnc2)nc2ccccc12)c1ccccc1` (configuration not stated) gave KDM5B inh 2%.
`CC(=O)Nc1ccccc1-c1nc2ccccc2n(C(C)C(=O)c2ccc(C)c(C)c2)c1=O` (configuration not stated) gave KDM5B inh -25%.
COCCCNC(=O)C1COC2(CCC(C)CC2)N1C(=O)c1ccccc1F (configuration not stated) was read as KDM5B inh -2%.
Screening Cc1ccccc1Cn1c(=O)n(CCCCC(=O)NCc2ccccc2Cl)c(=O)c2ccccc21 returned KDM5B inh -18%.
For O=C(CS(=O)(=O)c1cccc2nsnc12)N1CCN(c2ccccc2F)CC1 the results were KDM5B inh 2%.
For O=C(NC1CCCCCCC1)C1CCCN(c2ncnc3nc[nH]c23)C1 (configuration not stated) the results were KDM5B inh 13%.
CCCC(O)(CCN1CCOCC1)c1ccc(Cl)cc1 (configuration not stated) was read as KDM5B inh -4%.
For CC(C)CCCC(C)CC1C(C#N)=C(N)SC(N)=C1C#N (configuration not stated) the results were KDM5B inh inconclusive.
Screening O=C(COc1ccccc1Cl)c1ccccc1 returned KDM5B inh 26%.
CCCCNC(=O)C1CCN(C(=O)c2nnn3c2COC(c2ccc(C)cc2)C3)CC1 (configuration not stated) was read as KDM5B inh 7%.
Cc1ccc(CNC(=O)CCCCCn2c(=O)c3sccc3n(CC(=O)N(C)c3ccccc3)c2=O)cc1 was read as KDM5B inh -8%.
For O=C(Cc1cccs1)N1CCCN(CCc2ccccc2)c2ccccc21 the results were KDM5B inh 22µM*.
`COc1ccc(C(=O)N/N=C/c2ccccc2C(=O)O)cc1OC` gave KDM5B inh 28%.
Screening Cc1ccc(CCCC(=O)NCc2ccc(CN3CCCC3)cc2)cc1 returned KDM5B inh 11%.
For CCn1cncc1CNC(=O)c1cccc(CCC(C)(C)O)c1 the results were KDM5B inh 38%.
O=[S+]1([O-])NC2(CCN(Cc3ccccc3C(F)(F)F)C2)CNc2ccccc21 (configuration not stated) was read as KDM5B inh inconclusive.
Screening Cc1cc(C(=O)NCc2cc(F)cc3c2OCOC3)nn1C returned KDM5B inh 16%.
For O=C(NCCCn1ccnc1)/C(=C/c1cccnc1)NC(=O)c1ccco1 the results were KDM5B inh 11%.
For CN(C)S(=O)(=O)Nc1cccc(NC(=O)CC23CC4CC(CC(C4)C2)C3)c1 the results were KDM5B inh inconclusive.

Ordered by molecular weight (low to high): some entries from above.
CCCC(O)(CCN1CCOCC1)c1ccc(Cl)cc1 (configuration not stated) was read as KDM5B inh -4%.
For CC(C)CCCC(C)CC1C(C#N)=C(N)SC(N)=C1C#N (configuration not stated) the results were KDM5B inh inconclusive.
For CCn1cncc1CNC(=O)c1cccc(CCC(C)(C)O)c1 the results were KDM5B inh 38%.
Screening Cc1ccc(CCCC(=O)NCc2ccc(CN3CCCC3)cc2)cc1 returned KDM5B inh 11%.
For O=C(Cc1cccs1)N1CCCN(CCc2ccccc2)c2ccccc21 the results were KDM5B inh 22µM*.
For O=C(CS(=O)(=O)c1cccc2nsnc12)N1CCN(c2ccccc2F)CC1 the results were KDM5B inh 2%.

The list continues.
`CC(C)(C)CC(=O)NC[C@H]1OC[C@@H](NC2CCNCC2)[C@@H]1O` gave KDM5B inh inconclusive.
`CC(C)CCN1C(=O)CC[C@]2(C(=O)NCCc3cccnc3)CCCC[C@@H]12` gave KDM5B inh -22%.
`CC(C)n1c(SCC(=O)Nc2ccc(F)cc2)nc2c(oc3ccccc32)c1=O` gave KDM5B inh -12%.
`CCOC(=O)c1sc(NC(=O)c2nc3nc(C)cc(C(F)F)n3n2)c(C(=O)OC(C)C)c1C` gave KDM5B inh 0%.
Screening CCNC(=S)Nc1sc2c(c1C#N)CCC(C)C2 (configuration not stated) returned KDM5B inh 14%.
Screening Cc1ccc(NC(=S)NCCCO)c(C)c1 returned KDM5B inh 11%.
For O=C(NC1CC1)c1nc(-c2cccnc2)c2ccccn12 the results were KDM5B inh 89µM*.
For Nc1cc(=O)nc(SCC(=O)Nc2ccc(F)cc2)n1-c1ccccc1Cl the results were KDM5B inh -14%[11.5 µM].
For CCCOc1ccc(NC(=O)COc2ccc(C(C)(C)C)cc2)c2cccnc12 the results were KDM5B inh -17%.
CCn1c(SCC(=O)Nc2cccc(C)c2)nc2nc3c(cc2c1=O)COC(C)(C)C3 was read as KDM5B inh 19%.
For CCC(CC)NC(=O)c1cccc(OC)c1 the results were KDM5B inh -7%.
For COCCn1c(C)cc(C(=O)NCC(=O)N2CCCCCNC(=O)CC2c2ccccc2)c1C (configuration not stated) the results were KDM5B inh 3%.
Cc1cc2nc(-c3ccc(NC(=O)c4ccccc4F)cc3)oc2cc1C was read as KDM5B inh -94%.
For COc1ccc(-n2c(-c3ccc(F)cc3)cn3c4c(=O)[nH]c(=O)n(C)c4nc23)c(OC)c1 the results were KDM5B inh -2%.
CN(C)C(=O)c1ccc2oc(CN3CCN(C(=O)Nc4ccccc4Cl)CC3)nc2c1 was read as KDM5B inh -9%.
For CC(=O)N1N=C2c3ccccc3CCC2C1c1ccc(F)cc1 (configuration not stated) the results were KDM5B inh 24%.
Cc1ccc(C)c(NC(=O)C(C)SCCO)c1 (configuration not stated) was read as KDM5B inh 1%.
Screening O=C1CCC(CCC(=O)N2CCCC2c2ccc(F)cc2)(Cc2cccc3ccccc23)N1 (configuration not stated) returned KDM5B inh 5%.
`COc1cccc(N2C(=O)NC(=NC3CCCC3)C23CCN([S+](=O)([O-])c2cccs2)C3)c1` (configuration not stated) gave KDM5B inh 17%[115 µM].
`O=C(CCn1nc(-c2ccc(Cl)cc2)c2ccccc2c1=O)N1CCCC1` gave KDM5B inh -9%.
O=C1Nc2ccccc2C(=O)N2CC[C@H](NS(=O)(=O)c3cccs3)[C@@H]12 was read as KDM5B inh 6%[86.2 µM].
Cc1ccc(S(=O)Cc2nc(-c3ccc(C(=O)NCCN4CCCCC4)cc3)oc2C)cc1 (configuration not stated) was read as KDM5B inh inconclusive.
CCC(C(=O)Nc1ccccc1C(=O)OC)n1nc(C)c2c(C)n(-c3ccc(C)cc3)nc2c1=O (configuration not stated) was read as KDM5B inh inconclusive.
`Cc1cc(N)n(CC(=O)N2CC[C@@]3(O)CCN(S(C)(=O)=O)C[C@H]3C2)n1` gave KDM5B inh 3%.
Screening Cn1ncc(N2CCC(C(=O)NCCCN3CCc4ccccc4C3)C2)cc1=O (configuration not stated) returned KDM5B inh -3%.
COc1ccc(OCC2(C)COc3ccc(C(=O)NCCc4ccccc4)cc3N2)cc1 (configuration not stated) was read as KDM5B inh 32µM*.
`O=C(CCCc1c[nH]c2ccccc12)Nc1ccc(Br)cc1` gave KDM5B inh -17%.
For CN(C)C(=O)CNC(=O)c1cc2occc2n1Cc1ccc(Cl)cc1 the results were KDM5B inh -18%.
For Clc1ccccc1CNc1ncnc2c1c(-c1ccccc1)cn2-c1ccccc1 the results were KDM5B inh inconclusive.
For COc1ccc(C(=O)N2CCC3(CCNC(=O)CC3)CC2)cc1F the results were KDM5B inh -3%.
Screening COc1ccc(-c2cc3ccc(OCc4nn[nH]n4)cc3oc2=O)cc1 returned KDM5B inh inconclusive.
`O=C(c1ccccc1F)N1CCN(c2ccc([N+](=O)[O-])c(NCc3cccnc3)c2)CC1` gave KDM5B inh -7%.
`C=CCNC(=O)c1cccc2c(=O)c(C)c(-c3ccccc3)oc12` gave KDM5B inh 16%.
COc1cccc(CN2CCCCCNC(=O)[C@@H]3CCC[C@@H]32)c1 was read as KDM5B inh 20µM*.
`CC1=C/C(=N\Nc2nc3ccccc3[nH]2)CC(C)(C)C1` gave KDM5B inh 12%.
`CC(=O)Nc1ccc(-c2ccc(=O)n3c2[C@@H]2C[C@@H](CN(S(=O)(=O)c4ccc(Cl)cc4)C2)C3)cc1` gave KDM5B inh -5%.
For COCCNC(=O)[C@@H]1C[C@H](Oc2cccnc2)CN1C(=O)c1ccoc1 the results were KDM5B inh -32%.
Screening Cc1ccccc1C(=O)Nc1cc(C)c(O)c(-c2nc3ccccc3o2)c1 returned KDM5B inh -29%.
`C=CCNC(=O)C(NC(=O)c1cccc(OC)c1)C1CCN(C(=O)c2ccc(F)cc2)CC1` (configuration not stated) gave KDM5B inh -9%.
`CCc1ccc(NC(=O)c2cc(=O)c3ccc(C)c(C)c3o2)cc1` gave KDM5B inh 13%&-14%.

Molecules above containing a furan ring, fused or not (6):
Screening COc1cccc(-n2c(-c3ccco3)nc3c(cnn3-c3ccc(C)cc3)c2=O)c1 returned KDM5B inh inconclusive.
For Cc1oc2c(c1C(=O)NCCc1ccncc1)CN(C)CC2 the results were KDM5B inh inconclusive.
For O=C(NCCCn1ccnc1)/C(=C/c1cccnc1)NC(=O)c1ccco1 the results were KDM5B inh 11%.
`CC(C)n1c(SCC(=O)Nc2ccc(F)cc2)nc2c(oc3ccccc32)c1=O` gave KDM5B inh -12%.
For CN(C)C(=O)CNC(=O)c1cc2occc2n1Cc1ccc(Cl)cc1 the results were KDM5B inh -18%.
For COCCNC(=O)[C@@H]1C[C@H](Oc2cccnc2)CN1C(=O)c1ccoc1 the results were KDM5B inh -32%.

Further entries follow:
`CCOc1ccccc1C(=O)NC12CC3CC(CC(C3)C1)C2` gave KDM5B inh 9%.
`COC(=O)[C@H](C(C)C)N1CCc2nnn(CC3CCCCC3)c2-c2ccccc2S1(=O)=O` gave KDM5B inh 18%.
`O=C(CSc1nccn1-c1cccc(Cl)c1)Nc1cccc(C(F)(F)F)c1` gave KDM5B inh -18%.
For Cc1ccc(-n2c(C3CCN(C(=O)c4ccccc4C(F)(F)F)CC3)n[nH]c2=O)cc1 the results were KDM5B inh 19%.
`CCCC(=O)NCC(=O)N(CCN(C)C)Cc1ccc(Cl)cc1` gave KDM5B inh 17%.
For COC[C@@H]1CN(Cc2cnn(C)c2)C[C@H]1C(=O)N(C)C the results were KDM5B inh -19%.
CCOC(=O)c1ccc(-c2ccc(/C=N/NC(=O)c3cncc(Br)c3)o2)cc1 was read as KDM5B inh 80%[activator].
`O=C1CC2(CCN(Cc3cccc4ccccc34)CC2)Oc2ccccc21` gave KDM5B inh -29%.
For Cc1ccc(Nc2c(-c3ccc(C)cc3)nc3c(C)cccn23)cc1 the results were KDM5B inh inconclusive.
For CC(C)(C)NC(=O)C[C@@H]1CCNC[C@@H]1Cc1cc(-c2ccc(F)cc2)on1 the results were KDM5B inh 29%[86.2 µM].
Screening COC(=O)c1cnn(-c2ccc(C(=O)Nc3ccc(Br)cc3F)cc2)c1N returned KDM5B inh 8%.
`O=C(COc1ncnc2ccc(Br)cc12)Nc1cc(F)ccc1F` gave KDM5B inh 7%.
`COC(=O)COc1ccc2c(c1)oc(=O)c1ccccc12` gave KDM5B inh inconclusive.

Some of the compounds tested; count on the stated rates, not on these rows.
